# p53ts 39C tox = qHTS Screen for Compounds that Selectively Target Cancer Cells with p53 Mutations: Cytotoxicity of p53ts Cells at the Nonpermissive Temperature; H1299-p53A138V viability at 39C, ATP luminescence, 24 h; AID 902, 2007; 130,000 compounds, 1.5% hits; Potency, µM (series often up to 46.1 µM), without a hit: top-dose activity change, negative = cell killing, most hits filed as cytotoxic; note: nearly all actives have a fitted effect of over 55% in size
# IkB signaling = IkB Signaling; Potency, µM (doses to about 57.1 µM), for the others: at the highest dose IkBa stabilization activation; ABC-DLBCL IkBa-CBG/CBR dual luciferase ratio, 4 h; response scale: scaled: untreated 0%, proteasome inhibitor 100%; 110,000 compounds, 0.04% hits; active = well fitted curve in the direction sought with a large enough effect in the signal ratio, not every such curve was filed as active; inconclusive = small, poorly fitted or top-dose-only effect, or a change in a side signal; the % refers to the signal ratio;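 note: the direction sought is a rising ratio; 0% = basal untreated cells and 100% = reference inhibitor full response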
#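 In this assay, an IκBα–CBG68 fusion accumulates when IKK-driven degradation is blocked; native CBR normalizes for cell number. OCI-Ly3 cells were treated 4 h with compound and doxycycline, then green and red light read after Chroma-Glo addition.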
# Peg3 imprint = qHTS Assay for Compounds that Induce Erasure of Genomic Imprints; 110,000 compounds, 0.02% hits; mouse ES Peg3-LacZ reporter, beta-gal luminescence, 40 h; Potency, µM (doses to about 60.7 µM), for inactives: at the highest dose activity change, positive = activation, most hits filed as activators;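 note: 0% = negative control wells on the plate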
#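 Readout: BetaGlo luminescence (5 min, room temp) for LacZ from the normally silent maternal Peg3 allele in female Peg3LacZ-Neo ES cells. Cells 300/well, 40 h, 37C, 5% CO2. Data normalized per plate to negative controls.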
# p53ts 32C tox = qHTS Screen for Compounds that Selectively Target Cancer Cells with p53 Mutations: Cytotoxicity of p53ts Cells at the Permissive Temperature. 130,000 compounds, 0.93% hits. Potency, µM (top dose mostly 46.1 µM), for the others: at the top dose activity change, negative = cytotoxicity, hits mostly cytotoxic. H1299-p53A138V at 32C, ATP luminescence viability, 24 h;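 note: 0% = DMSO and -100% = full killing by reference compound; nearly all actives have a fitted effect of over 55% in size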
#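 ATP-content luminescence (ATPlite) read-out after 24 h compound exposure at 32C in H1299-p53A138V cells (600/well). Tested up to 46 uM. Normalized to DMSO (0%) and 100 uM tamoxifen (100% killing); Hill-fit AC50.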
# An asterisk follows results filed as active; ? = inconclusive; · = not tested or not shown; [ ] = remark or other dose. Unless noted, calls come from the whole dose curve; as a rule, active = well fitted curve in the direction sought with a large enough effect; inconclusive = small, poorly fitted or top-dose-only effect, or another doubt; inactive = no such curve, though single readings can be large; an effect the other way counts as inactive or inconclusive. Unless noted, % is set by controls: 0 for no effect and ±100 for the full control effect; potency is the fitted concentration of half-maximal effect. Not a hit list; 1.7% or so of the library scored in one or more.
1	CCc1ccc(CNC(=O)CCCN2C(=O)CCn3nc(-c4cccn4C)cc32)cc1
2	CCn1cc(C(=O)NCCOC)c(=O)c2ccc(C)nc21
3	Cc1oc2c(CN3CCOCC3)c(O)ccc2c(=O)c1-c1ccccc1
4	Cc1cc(C)cc(NC(=O)C2CCCN(c3nc(C)cc(C)n3)C2)c1 (stereo unspecified)
5	Cc1ccc(CCNC(=O)c2cc3sccc3n2Cc2ccc(F)cc2)cc1
6	COc1cccc(C2CC(=O)N3CN(c4cccc(Cl)c4C)CSC3=C2C#N)c1OC (stereo unspecified)

compound no.	1	2	3	4	5	6
p53ts 32C tox	4%	-5%	-5%	-3%	0%	4%
Peg3 imprint	-5%[10.9 µM]	0%	-9%	·	-3%[10.9 µM]	-24%
IkB signaling	?	0.1%	0.4%	1.5%	0.8%	-0.4%
p53ts 39C tox	-1%	2%	7%	5%	-23%	-7%

7	CCn1cc(C(=O)N2CCN(c3cc(Cl)ccc3C)CC2)c(=O)c2cc(S(=O)(=O)N3CCOCC3)ccc21
8	Cc1cccc(NC(=O)C(=O)NCCc2csc(-c3ccc(C(F)(F)F)cc3)n2)c1C
9	COc1cccc2c1C(=O)CC(c1ccccc1)O2 (stereo unspecified)
10	CCn1c(C(=O)N2CCCC(C(=O)NCCCc3ccccc3)C2)cc2sccc21 (stereo unspecified)
11	COc1ccc(NC(=O)c2coc3ccccc23)cc1OC
12	CCOc1ccc(CN(C)CC(=O)Nc2ccc(N3CCOCC3)cc2)cc1OC

compound no.	7	8	9	10	11	12
p53ts 32C tox	4%	6%	-7%	-10%	-18%	-26%
Peg3 imprint	-2%[10.9 µM]	-4%[10.9 µM]	-7%	-13%	-23%	·
IkB signaling	?	-1.7%	·	?	1.1%	·
p53ts 39C tox	-25%	?	-3%	19%	-29%	9%

13	C=C(C)Cn1c(=O)c2c(nc3n2CCN3c2ccc(CC)cc2)n(C)c1=O
14	CCOc1cccc(C2c3[nH]c4ccccc4c3CCN2C(=O)CCC2CCCC2)c1 (stereo unspecified)
15	Cc1cccc(N2CCn3c2nc2c3c(=O)n(CCCc3ccccc3)c(=O)n2C)c1
16	O=C(Cn1c(=O)oc2cc(S(=O)(=O)N3CCCC3)ccc21)Nc1ccc(OC(F)(F)F)cc1
17	CCOc1ccc(Nc2ncnc(N)n2)cc1
18	Clc1ccc(NCc2nc3ccccc3n2CCOc2ccccc2)cc1

compound no.	13	14	15	16	17	18
p53ts 32C tox	7%	-24%	5%	10%	3%	-7%
Peg3 imprint	-2%[10.9 µM]	3%[10.9 µM]	-7%[10.9 µM]	-18%[10.9 µM]	-23%	-9%[10.9 µM]
IkB signaling	5.7%	-1.0%	?	0.9%	0.1%	?
p53ts 39C tox	-1%	-14%	-4%	19%	-3%	?

19	CCCN(CCC)C(=O)Cn1c(=O)n(CCCCC(=O)NC2CCCC2)c(=O)c2ccccc21
20	O=C(CSc1n[nH]c(-c2cccnc2)n1)Nc1ccccc1
21	O=P(CCNCc1ccco1)(c1ccccc1)c1ccccc1
22	CC(C)C(=O)Nc1nnc(CCc2nnc(NC(=O)C(C)C)s2)s1
23	COCCNC(=O)CN(c1ccccc1OC)S(C)(=O)=O
24	Cc1nnc2sc(-c3ccc(NC(=O)c4cccnc4)cc3)nn12

compound no.	19	20	21	22	23	24
p53ts 32C tox	11%	11%	0%	1%	0%	7%
Peg3 imprint	-7%	·	-8%	-1%	-4%	-15%
IkB signaling	2.3%	·	-2.3%	0.7%	0.2%	-1.1%
p53ts 39C tox	16%	7%	1%	15%	-3%	14%

25	O=C1N(O)C2(C=CCCC2)/C(=N\O)C12CCCCC2 (stereo unspecified)
26	COc1ccc(N2CCN(C(=O)c3ccc(NC(=O)c4nsc5ccccc45)cc3)CC2)cc1
27	O=C(Nc1ccccc1)N1CCc2ccccc21
28	COc1ccc(C2=C(C)CC(C)(C)NC2=O)cc1OC
29	C=CCOC(=O)CN1C(=O)c2ccccc2C1=O
30	N#CC1=C(SCC(=O)c2cc3ccccc3oc2=O)NC(=O)C(C#N)C12CCCC2 (stereo unspecified)

compound no.	25	26	27	28	29	30
p53ts 32C tox	-1%	-24%	?	-6%	-7%	2%
Peg3 imprint	-3%	-9%[10.9 µM]	·	-2%	-2%	-11%
IkB signaling	0.7%	?	·	0.1%	-1.7%	?
p53ts 39C tox	27%	?	?	4%	11%	14%

# Copied from above: entries 28–30
28	COc1ccc(C2=C(C)CC(C)(C)NC2=O)cc1OC
29	C=CCOC(=O)CN1C(=O)c2ccccc2C1=O
30	N#CC1=C(SCC(=O)c2cc3ccccc3oc2=O)NC(=O)C(C#N)C12CCCC2 (stereo unspecified)

compound no.	28	29	30
p53ts 32C tox	-6%	-7%	2%
Peg3 imprint	-2%	-2%	-11%
IkB signaling	0.1%	-1.7%	?
p53ts 39C tox	4%	11%	14%

# Remaining list, next part.
31	Cc1nnc(SCC(=O)c2cc(C)n(-c3c(C)n(C)n(-c4ccccc4)c3=O)c2C)s1
32	O=C(NCc1ccc(Cl)cc1)C1CCN(C(=O)c2cnn(-c3ccccc3)c2-n2cccc2)CC1
33	CC(=O)c1ccc(N2CCN(C(=O)NCc3noc4ccc(C)cc34)CC2)cc1
34	COc1ccc(Cc2nn3c(Cn4nnc5ccccc54)nnc3s2)cc1
35	COc1cccc(CN(C(=O)c2cc3ccccc3oc2=O)C2CC2)c1
36	Cc1cccc2cc(CN(Cc3ccc(F)cc3)C(=O)C(F)(F)F)c3nnnn3c12

compound no.	31	32	33	34	35	36
p53ts 32C tox	9%	11%	3%	-28%	1%	6%
Peg3 imprint	2%	-11%[10.9 µM]	-9%[10.9 µM]	-19%	-20%	·
IkB signaling	0.8%	2.6%	2.7%	0.7%	6.2%	·
p53ts 39C tox	7%	-17%	-17%	-17%	-3%	2%

37	O=C(Nc1ccccc1Cl)[C@H](CSCc1ccccc1)N1Cc2ccccc2C1=O
38	CCOc1ccc(OCC)c(Nc2cc(C)nc3nc(-c4ccco4)nn23)c1
39	COc1cccc(NC(=O)CCS(=O)(=O)c2cccs2)c1
40	COCCCn1c(=N)c(C(=O)NC2CCCC2)cc2c(=O)n3cc(C)ccc3nc21
41	CC(C)(C)NC(=O)C(c1ccc(F)cc1)N(Cc1ccco1)C(=O)c1csnn1 (stereo unspecified)
42	CC12CC(NC(=O)N1c1cccc(C(=O)Nc3ncn[nH]3)c1)c1ccccc1O2 (stereo unspecified)

compound no.	37	38	39	40	41	42
p53ts 32C tox	18%	2%	-5%	5%	5%	-7%
Peg3 imprint	10%[10.9 µM]	1%[10.9 µM]	-8%	-3%[10.9 µM]	-5%	-2%
IkB signaling	?	?	1.7%	?	1.7%	0.4%
p53ts 39C tox	0%	-22%	-2%	-9%	-7%	6%

43	COc1ccc2[nH]cc(CCNc3ncncc3-c3c(C)noc3C)c2c1
44	CCOc1ccccc1CNc1nc2nc(C)cc(C)n2n1
45	O=C(Nc1ccc(Br)cc1)C1CCCN(S(=O)(=O)c2ccc(Br)s2)C1 (stereo unspecified)
46	Cc1ccccc1S(=O)(=O)Cc1ccc(C(=O)NCCN2CCN(Cc3ccccc3)CC2)o1
47	COC(=O)c1scc(-c2ccc(C)cc2)c1S(=O)(=O)Nc1cc(Cl)ccc1C
48	COc1ccc(C2NCCO2)cc1OC (stereo unspecified)

compound no.	43	44	45	46	47	48
p53ts 32C tox	8%	7%	-21%	-6%	-10%	-3%
Peg3 imprint	-13%	-7%[10.9 µM]	-7%[10.9 µM]	-12%	-12%[10.9 µM]	0%
IkB signaling	2.7%[11.4 µM]	?	?	-0.1%	?	-0.8%
p53ts 39C tox	4%	4%	?	3%	-16%	-6%

49	CC(C)(C#N)Nn1cnnc1
50	Cn1nnnc1SCc1cc(=O)[nH]c2ccccc12
51	CCOC(=O)CC(N)c1ccc(OC)cc1 (stereo unspecified)
52	O=C(Nc1cc(F)ccc1F)c1cnn2c(C(F)F)cc(-c3ccccc3)nc12
53	COCCNC(=O)CSc1nc2c(n1-c1ccccc1)CCCC2
54	Cc1ccc(-n2c(C)cc(/C=N/NC(=O)CC3(C)OCCO3)c2C)c(C)c1

compound no.	49	50	51	52	53	54
p53ts 32C tox	-3%	-1%	0%	0%	11%	-11%
Peg3 imprint	-6%	-17%	1%	20%[10.9 µM]	-9%	·
IkB signaling	0.5%	1.1%	-0.3%	1.8%	1.8%	·
p53ts 39C tox	15%	4%	6%	31%[activator]	1%	4%

55	Cc1ccc(Oc2nc3c(c(=O)n(Cc4ccccc4)c(=O)n3C)n2C)cc1C
56	O=C(O)Cn1nnc(-c2ccc(OCc3cccc(C(F)(F)F)c3)cc2)n1
57	COC(=O)CC1=COC(O)C2C(CO)=CC[C@@H]12 (stereo partly specified)
58	CCn1cc(C(=O)N2CCCC2)c(=O)c2cc(S(=O)(=O)N(C)C)ccc21
59	COc1ccc(-n2ncc3c2ncn2nc(-c4ccc(Cl)cc4Cl)nc32)cc1
60	CC(=O)OC1CC(C)(C)N(OC(=O)c2ccc(N)cc2)C(C)(C)C1

compound no.	55	56	57	58	59	60
p53ts 32C tox	5%	-5%	-6%[9.22 µM]	-2%	7%	12%
Peg3 imprint	-4%[10.9 µM]	5%[10.9 µM]	·	-12%	-6%[10.9 µM]	-2%
IkB signaling	?	2.1%	·	0.2%	-0.7%	2.8%
p53ts 39C tox	-14%	-22%	-8%[9.22 µM]	-4%	-11%	0%

61	CCCCC1CCC(C(=O)N2CC(=O)Nc3ccc(Cl)cc3C2c2ccc(F)cc2)CC1 (stereo unspecified)
62	CCOC(=O)c1[nH]c(C)c(CCC(=O)OC)c1C
63	CCn1c(=O)c(C(=O)CN2CCOCC2)c(N)n(Cc2ccccc2)c1=O
64	O=C(CSc1nnc(-c2ccc(S(=O)(=O)N3CCCC3)cc2)n1CC1CCCO1)NC1CC1 (stereo unspecified)
65	CC(=O)c1ccc(N2Cc3ccccc3/C2=N\C(=O)Nc2ccccc2)cc1
66	CCOC(=O)c1cc(-c2ccncc2)nc2c1c(C)nn2C
67	COc1ccc(NC(=O)CCS(=O)(=O)c2nc(-c3ccc4c(c3)OCO4)cc(C(F)(F)F)n2)cc1
68	COc1ccccc1S(=O)(=O)Cc1ccc(C(=O)N2CCN(c3ccccc3)CC2)o1

compound no.	61	62	63	64	65	66	67	68
p53ts 32C tox	0%	5%	3%	4%	21%	-4%	?	4%
Peg3 imprint	-9%[10.9 µM]	-8%	-12%	-4%	·	-10%	-8%[10.9 µM]	-16%
IkB signaling	?	-1.7%	-0.6%	2.7%	·	-0.8%	?	0.0%
p53ts 39C tox	-4%	4%	-3%	3%	1%	-16%	-114%	0%

# Filtered by structure, the compounds so far containing an aryl thioether with sulfur outside any ring (5)
20	O=C(CSc1n[nH]c(-c2cccnc2)n1)Nc1ccccc1
31	Cc1nnc(SCC(=O)c2cc(C)n(-c3c(C)n(C)n(-c4ccccc4)c3=O)c2C)s1
50	Cn1nnnc1SCc1cc(=O)[nH]c2ccccc12
53	COCCNC(=O)CSc1nc2c(n1-c1ccccc1)CCCC2
64	O=C(CSc1nnc(-c2ccc(S(=O)(=O)N3CCCC3)cc2)n1CC1CCCO1)NC1CC1 (stereo unspecified)

compound no.	20	31	50	53	64
p53ts 32C tox	11%	9%	-1%	11%	4%
Peg3 imprint	·	2%	-17%	-9%	-4%
IkB signaling	·	0.8%	1.1%	1.8%	2.7%
p53ts 39C tox	7%	7%	4%	1%	3%
